Screens: PubChem, National Center for Advancing Translational Sciences (NCATS)
IMPase cell inh – cell-permeable inhibitors of inositol monophosphatase (IMPase); P97697; CHO-M1 cells, IP1 accumulation, HTRF TR-FRET ratio; inhibition (IP1 accumulation), % at 46.1 µM; 120,000 tested, under 10 active; AID 901; active means well fitted curve in the direction sought with a large enough effect in the signal ratio, not every such curve was filed as active; inconclusive means small, poorly fitted or top-dose-only effect, or a change in a side signal; inactive means no such curve, though single readings can be large or run the other way; the % refers to the signal ratio;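 further: cells stimulated with carbachol in lithium chloride buffer; plate controls were DMSO basal wells for no effect and reference inhibitor wells for full effect; higher means more IMPase inhibition seen as more IP1 and lower FRET ratio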
Target sequence (P97697 whole entry, looked up): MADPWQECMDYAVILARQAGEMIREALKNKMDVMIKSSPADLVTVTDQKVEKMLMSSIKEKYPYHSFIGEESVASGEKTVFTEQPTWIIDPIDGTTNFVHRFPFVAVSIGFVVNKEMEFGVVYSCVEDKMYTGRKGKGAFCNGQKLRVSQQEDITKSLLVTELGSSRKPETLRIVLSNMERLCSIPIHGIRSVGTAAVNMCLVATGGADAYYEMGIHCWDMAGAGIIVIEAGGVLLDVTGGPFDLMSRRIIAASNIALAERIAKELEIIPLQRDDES
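Elevated IP1 in lysates lowers TR-FRET signal (665/620 ratio and 620 channel reported). Cells were CHO-M1, given carbachol (50 uM as added) plus 50mM LiCl, pH 7.4, 30 min, 37C; compounds titrated up to 46 uM; AC50 by Hill equation.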
PNC inhibitor – blocks assembly of the perinucleolar compartment; PC3M PTB-GFP, PNC prevalence imaging, 16 h; hits give low values; activity change (PNC), negative = inhibition, % at 10 µM; 140,000 compounds, 3.1% hits; AID 2417;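 active means readout at or below -70, meaning at least 70% loss of cells showing the perinucleolar compartment, a nuclear body marking cancer cells; inconclusive means readout between -30 and a set limit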;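 further: plate controls were DMSO wells for no effect and camptothecin positive control wells for full effect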
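Read-out is percentage of cells bearing a perinucleolar compartment, from automated 20x imaging of fixed, Hoechst-stained PC3M PTB-GFP cells. Cells were seeded 4 h, then exposed 16 h to compound (23 nl of library stock) in duplicate plates.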
12-hLO inh – inhibitors of human 12-lipoxygenase (ALOX12); P18054; purified 12-hLO, xylenol orange hydroperoxide absorbance; Potency, µM (titrated, usually from 57.1 µM), for the others: at the top dose activity change, negative = inhibition, hits mostly inhibitors; 150,000 compounds, 0.12% hits; AID 1452; further: potency means the concentration at half of the fitted maximal effect; nearly all actives have a fitted effect of over 55% in size; many of its hits are not listed in these tables
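Lipoxygenase turnover measured by absorbance at 573 and 405 nm after Fe-XO development. Human 12hLO 150 nM, arachidonate 40 uM, pH 7.0 Hepes buffer with detergent; 15 min compound preincubation, 30 min reaction.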
15-hLO-2 inh – blocks human 15-lipoxygenase 2 activity; purified 15hLO-2, xylenol orange hydroperoxide absorbance; 110,000 compounds, 0.56% hits; Potency, µM (highest dose often 57.1 µM), for the others: top-dose activity change, negative = inhibition, actives largely listed as inhibitors; O15296; further: potency means the concentration at half of the fitted maximal effect; nearly all actives have a fitted effect of over 60% in size; many of its hits are not listed in these tables
Target sequence (O15296 whole entry, looked up): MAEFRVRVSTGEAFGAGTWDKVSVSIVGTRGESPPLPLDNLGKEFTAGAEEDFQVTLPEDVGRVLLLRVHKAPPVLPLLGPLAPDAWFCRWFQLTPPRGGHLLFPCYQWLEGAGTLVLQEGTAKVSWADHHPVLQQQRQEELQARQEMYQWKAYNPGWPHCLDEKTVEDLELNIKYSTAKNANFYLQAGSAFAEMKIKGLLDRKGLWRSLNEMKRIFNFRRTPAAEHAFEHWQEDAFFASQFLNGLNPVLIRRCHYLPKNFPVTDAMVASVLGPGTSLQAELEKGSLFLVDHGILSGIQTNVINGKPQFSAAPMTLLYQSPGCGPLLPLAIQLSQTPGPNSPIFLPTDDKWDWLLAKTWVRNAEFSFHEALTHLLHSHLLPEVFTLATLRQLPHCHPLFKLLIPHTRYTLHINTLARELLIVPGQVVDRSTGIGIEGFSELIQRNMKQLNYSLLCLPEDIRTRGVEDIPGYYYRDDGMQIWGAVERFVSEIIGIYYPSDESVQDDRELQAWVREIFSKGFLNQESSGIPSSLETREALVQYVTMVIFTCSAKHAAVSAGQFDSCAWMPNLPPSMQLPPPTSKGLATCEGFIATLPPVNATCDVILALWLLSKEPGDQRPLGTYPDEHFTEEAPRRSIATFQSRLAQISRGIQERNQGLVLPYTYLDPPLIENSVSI
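Screening format was qHTS against 50 nM purified 15hLO-2 in Hepes pH 7.5 with detergent. Activity follows hydroperoxide formation from 45 uM arachidonic acid, measured as 573:405 nm absorbance ratio of the ferric-xylenol orange complex.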
An asterisk follows results filed as active; ? = inconclusive; . = not tested or not shown; [ ] = another dose, or the depositor's remark. Unless noted, the call rests on the fitted dose curve; in most records, active means well fitted curve in the direction sought with a large enough effect; inconclusive means small, poorly fitted or top-dose-only effect, or another doubt; inactive means no such curve, though single readings can be large; an effect the other way counts as inactive or inconclusive. Unless noted, on the % scale 0 is the no-effect control and ±100 the full control effect.

Sequence of screens: IMPase cell inh	PNC inhibitor	12-hLO inh	15-hLO-2 inh
- COc1ccccc1NC(=O)C1=C(C)Nc2nc(-c3cccs3)nn2C1c1cccc(O)c1 (stereo not drawn)
 : 9	?	-8%	3%
- COc1ccccc1C(=O)N1CCN(C(=O)c2ccncc2)CC1
 : 2	28	-4%	0%
- O=C(O)CSC1c2ccccc2C(=O)N1c1ccccc1 (stereo not drawn)
 : 10[1.84 µM]	?	7%	5%[11.4 µM]
- O=C(CCC(=O)OC(C(=O)c1ccccc1)c1ccccc1)Nc1ccccc1 (stereo not drawn)
 : -2	2	-2%	-1%
- COc1cccc(NS(=O)(=O)c2ccc(Br)s2)c1
 : 0	-3	-16%	0%
- O=c1c2ccccc2nnn1CSc1nc2ccccc2[nH]1
 : 9	-20	-1%	.
- COc1ccccc1-c1nnc(SCC(=O)Nc2nc(-c3ccccc3)cs2)n1C
 : 2	23	-5%	11%
- C=CCNc1nc(NC(C)(C)CO)nc(OC)n1
 : 2	48	3%	.
- CC(C)Cn1c(=O)c(C(=O)NCc2ccccn2)c(O)c2ccccc21
 : -4	14	2%	34%[activator]
- Cc1ccccc1N1C(=O)C(Oc2ccc(Cl)cc2)C1CNC(C)(C)C (stereo not drawn)
 : .	17	-4%	.
- CC(C)(C)NC(=O)[C@@H]1C[C@H]2CCCC[C@@H]2CN1C[C@H](O)[C@H](Cc1ccccc1)NC(=O)[C@@H](CC(N)=O)NC(=O)c1ccc2ccccc2n1
 : -2[20.6 µM]	.	1%[25.6 µM]	19%[25.6 µM]
- O=C(c1ccc(-c2ccccc2)cc1)N1CCCC1
 : 6	11	-6%	-1%
- CC(C)NC(=O)COc1ccc(/C=N/NS(=O)(=O)c2ccccc2)cc1
 : 5	25	-6%	-4%
- COCCCN1C(=O)C(=O)/C(=C(/O)c2ccc3c(c2)CC(C)O3)C1c1cccnc1 (stereo not drawn)
 : ?	?	-11%	-1%
- O=C(NC(=S)Nc1ccccc1N1CCOCC1)c1ccc([N+](=O)[O-])cc1
 : .	23	-1%	.
- COCCNc1nc2c(c(=O)n(Cc3ccc(OC)cc3)c(=O)n2C)n1C
 : -5	20	-3%	0%
- COc1ccccc1OCCNC(=O)c1ccccc1C
 : 3	20	-6%	2%
- COCCNCC#CCOc1ccc(OC)cc1
 : 19	-9	-2%	-12%
- COc1ccc(CC(=O)Nc2ccc(-c3noc(COc4ccccc4C)n3)cc2)cc1
 : 4	9	-6%	-6%
- O=C(O)CSc1ccc(N=C=S)cc1
 : .	.	1%[11.4 µM]	-6%[11.4 µM]
- Cc1ccccc1NC(=S)C1=C(O)c2sccc2N(C)S1(=O)=O
 : 2	?	-3%	-26%
- CC(C)C(C)(C#N)NC(=O)CSc1nnc(-c2ccncc2)n1Cc1ccccc1 (stereo not drawn)
 : -4	-10	-5%	1%
- CC1CCCCN1C(=S)NCCc1ccccc1 (stereo not drawn)
 : -2	14	5%	-10%
- COc1ccc(OC)c(NC(=O)CCCN2C(=O)C3C4C=CC(C4)C3C2=O)c1 (stereo not drawn)
 : -9	27	0%	4%
- CC(C)[C@H](NC(=O)Nc1ccc(Oc2ccccc2)cc1)C(=O)O
 : 5	?	-4%	13%
- O=C(CN1CCN(c2ccccc2)CC1)Nc1ccc(OCc2ccccc2)cc1
 : 4	12	-1%	42%[activator]
- CNCCOc1ccccc1C(C)(C)C
 : 7	?	-2%	28%
- CCCCOc1ccc(-c2csc(N)n2)cc1[N+](=O)[O-]
 : .	11	-8%	.
- O=C(Nc1nc(-c2cccc(Br)c2)cs1)Oc1ccccc1
 : -7	-16	-3%	0%
- CC(=O)Nc1ccc(NC(=O)C(C)OC(=O)CCC(=O)c2ccc(F)cc2)cc1 (stereo not drawn)
 : -4	8	1%	-2%
- CCc1cccc(NC(=O)c2ccc(Br)o2)c1
 : ?	21	9%	-4%
- O=C(Nc1cccnc1Cl)c1ccc(S(=O)(=O)N2CCCCCC2)cc1
 : 2	17	0%	0%
- Cc1ccc(NC(=O)c2cc(NC(=O)c3ccco3)ccc2N2CCOCC2)cc1Cl
 : -6	-10	0%	6%
- Nc1nc(SCc2ccc(Cl)cc2Cl)n[nH]1
 : 1	-14	-10%	3%
- O=C(Nc1ccc(Oc2ccc3c(c2)C(=O)N(c2ccc(O)cc2)C3=O)cc1)c1cccs1
 : .	19	-3%	.
- CCCCN(c1ccccc1)c1ncnc(N)c1[N+](=O)[O-]
 : 5	3	1%	-8%
- Cc1ccc2nc(=O)c(NNc3ccccc3)cnc2c1
 : .	59	-1%	.
- O=C(NCCNC[C@@H](O)COc1ccc(O)cc1)N1CCOCC1
 : -4	.	-3%	14%
- COC(=O)c1sc(NC(=O)C(C)C)c(C(=O)OC)c1C
 : -2	-3	-9%	10%
- COc1ccc(S(=O)(=O)NC2(C(F)(F)F)N=C(c3ccccc3)NC2=O)cc1 (stereo not drawn)
 : .	-113*	0%	.
- O=C(COc1ccc2c(c1)CCC2)N1CCN(c2ccccc2F)CC1
 : .	?	-8%	.
- O=C(Oc1cccc(C(=O)N2CCOCC2)c1)c1ccc(Br)cc1
 : 6	21	-7%	-2%
- CCc1ccc(CNC(=O)c2cc3c(C)nc4ccccc4c3o2)cc1
 : ?	?	-6%	1%
- COc1cc(NC(=O)C2CC2C)c(C(=O)O)cc1OC (stereo not drawn)
 : -7	-5	-4%	-3%
- CC(=O)c1c(C)[nH]c(C(=O)N2CCN(c3ncccn3)CC2)c1C
 : 5	-10	10%	-6%
- CCCN(CCC)c1nc2ccccc2n2c(C)nnc12
 : 3	15	-2%	14%
- Cc1nc([N+](=O)[O-])c(Sc2nc3ccccc3n2C)n1Cc1ccccc1
 : .	21	2%	.
- NS(=O)(=O)c1ccc(CCNC(=O)C2CCCCN2S(=O)(=O)c2ccccc2)cc1 (stereo not drawn)
 : 0	23	-1%	-8%
- COc1ccccc1N1CC(C(=O)Nc2cccc(C(=O)O)c2)CC1=O (stereo not drawn)
 : 2	-9	0%	-2%
- CCN(CC)S(=O)(=O)c1cccc(NC(=O)COC(=O)c2ccc(Br)o2)c1
 : -4	33	2%	0%
- O=C(C1CCCO1)N1N=C(c2ccc(Br)cc2)CC1c1ccco1 (stereo not drawn)
 : .	-89*	-3%	.
- CCCCC(=O)Nc1ccc(C)c(O)c1
 : 1	-15	4%	-7%
- CCCCOc1ccc(-c2ncc(C(=O)OCC)c(N)n2)cc1
 : 7	20	-3%	26%
- COc1cccc(C2CC(c3c(-c4ccccc4)c4cc(Cl)ccc4[nH]c3=O)=NN2S(C)(=O)=O)c1OC (stereo not drawn)
 : -1	35	-12%	-15%
- O=C(c1cc2c(s1)-c1ccccc1OC2)N1CCc2ccccc2C1
 : .	33	0%	.
- OCC1OC(n2cnc3c(NCc4ccco4)ncnc32)C(O)C1O (stereo not drawn)
 : .	.	-1%	7%
- Cc1ccc(NC(=O)CCC(=O)NCCO)cc1
 : 8	-14	-4%	-1%
- CCCCSc1nnc(-c2ccccc2)c2ccccc12
 : -19	?	-6%	.
- Cc1c2cnn(-c3ccccc3)c(=O)c2c(C)n1CCCC(=O)N1CCN(c2ncccn2)CC1
 : 3	-13	-4%	0%
- Cc1c(NC(=O)C(C)NCC2CCCO2)c(=O)n(-c2ccccc2)n1C (stereo not drawn)
 : 2	?	-4%	2%

Record cards, as listed above. Order of values: IMPase cell inh | PNC inhibitor | 12-hLO inh | 15-hLO-2 inh
NS(=O)(=O)c1ccc(CCNC(=O)C2CCCCN2S(=O)(=O)c2ccccc2)cc1 (stereo not drawn) across the screens: 0 | 23 | -1% | -8%
Cc1ccc(NC(=O)c2cc(NC(=O)c3ccco3)ccc2N2CCOCC2)cc1Cl across the screens: -6 | -10 | 0% | 6%

Going on with the list.
Sequence of screens: IMPase cell inh	PNC inhibitor	12-hLO inh	15-hLO-2 inh
- COc1ccc(O[C@@H]2O[C@H](COC(C)=O)[C@@H](OC(C)=O)[C@H](OC(C)=O)[C@H]2NC(C)=O)cc1
 : .	-12	2%	.
- O=C(CCSc1nc(-c2ccco2)cc(C(F)(F)F)n1)N1CCN(c2ccccc2)CC1
 : 4	-9	-1%	-1%[2.29 µM]
- Cc1csc(Sc2nc3c(c(=O)[nH]c(=O)n3C)n2Cc2ccccc2Cl)n1
 : -5	11	-3%	-8%
- Cc1ccc(O)c(-c2cc(C(=O)Nc3c(C)n(C)n(-c4ccccc4)c3=O)[nH]n2)c1
 : .	16	0%	.
- CN(C)S(=O)(=O)N(CC(=O)Nc1ccccc1F)c1ccccc1
 : 8	-10	1%	.
- CCc1c(C)[nH]c(=S)c(C#N)c1C
 : -11	24	-8%	32µM*
- COc1ccccc1-c1nnc2sc(COc3ccc(Cl)cc3)nn12
 : 7	21	-4%	3%
- O=C(NCCCc1ccccc1)c1ccncc1
 : -6	-25	-3%	1%
- COc1ccc(S(=O)(=O)Nc2ccc(F)cc2)c(C)c1C
 : -4	18	-10%	-5%
- Cc1ccc(N(CC(=O)NC2CC3CCC2C3)S(C)(=O)=O)cc1C (stereo not drawn)
 : -1	?	0%	-4%
- CC[C@H](C)[C@H](NC(=O)c1ccc(Cl)cc1)C(=O)OCC(=O)c1ccc2c(c1)NC(=O)CO2
 : 8	18	-4%	-3%
- COc1cc(C(=O)N2CCOCC2)cc(OC)c1OC
 : .	.	1%[0.00818 µM]	5%[0.0915 µM]
- CCOC(=O)c1cc(NC(=O)SCC(=O)O)c(C)nc1C
 : -3	32	1%	-4%
- CN(C(=O)COc1ccccc1)c1nnc(-c2cccnc2)s1
 : ?	-22	4%	5%
- CCCCOc1ccc(C(=O)Nc2ccc(N3CCN(C)CC3)cc2)cc1
 : 17	40	-9%	-5%
- CCN(CC)S(=O)(=O)c1ccc2c(c1)nc(CCC(=O)OCC(=O)Nc1cc(OC)cc(OC)c1)n2C
 : .	-30	-2%	.
- Cc1ccc(-c2nnc(Nc3ccc4c(c3)OCO4)c3ccccc23)cc1S(=O)(=O)NC(C)C
 : -7	-4	-2%	.
- Cn1c(Oc2ccccc2)c(C=O)c2ccccc21
 : -2	22	4%	.
- CC(=O)Nc1ccc(S(=O)(=O)NCCC(=O)NCCc2ccc(F)cc2)cc1
 : 5	-6	-7%	-2%
- COc1ccc(Nc2nc(NCc3ccco3)nc(N/N=C/c3ccc(O)cc3)n2)cc1
 : .	82	?	.
- O=C(/C=C/c1ccccc1)NC(=S)NNC(=O)Cc1cccs1
 : ?	13	-3%	.
- Cc1noc(C)c1C(=O)OCC(=O)NC(c1ccccc1)c1ccccc1
 : -3	91	1%	1%
- Cc1ccc(CNC(=O)CCC(=O)c2cccs2)cc1
 : 3	-22	-8%	4%
- CCCc1ccc(C(=O)N2CCN(c3ccccc3OCC)CC2)cc1
 : 11	15	-10%	-2%
- Cc1ccc(-c2nn3c(C)nnc3s2)cc1NC(=O)c1ccc(-c2cccc(Cl)c2)o1
 : -3	-8	-5%	-11%
- Cc1cc(C(=O)N2CCN(C/C=C/c3ccccc3)CC2)cs1
 : 0	13	-6%	6%[2.29 µM]
- CCc1ccc2[nH]c3nc(SCc4nnc(-c5ccc(C)cc5)o4)nnc3c2c1
 : 2[0.369 µM]	29	-2%	.
- O=C(NCCc1ccc(Cl)cc1)C1CCC(CNc2c(N3CCCCC3)c(=O)c2=O)CC1 (stereo not drawn)
 : .	14	-4%	.
- Cc1nc2nc(NCc3cccs3)nn2c(C)c1Cl
 : 2	?	-3%	0%
- O=P1(O)C=C(c2ccccc2)OC(c2ccccc2)=C1
 : -11	?	6%	11%
- O=C(Nc1ccc2c(c1)OCO2)Nc1ccc(Cl)cc1Cl
 : 4	1	6%	-3%
- O=C(N=C1SCC(=O)N1c1ccccc1Cl)c1ccco1
 : 0	-5	-8%	-9%
- CC(C)=Nc1ccccc1C1COC(=O)C1=N (stereo not drawn)
 : .	11	-4%	.
- CN(Cc1ccccc1F)c1nc(-c2cccs2)nc2ccccc12
 : .	-18	0%	.
- CS(=O)(=O)N(CC(=O)Nc1ccc(F)c(F)c1)c1cccc([N+](=O)[O-])c1
 : -8	?	-6%	.

These rows are one share of the data (hit frequency here may not be typical).
